Source: PubChem (Sanford-Burnham Center for Chemical Genomics)
Hep lipid drop – modulators of hepatic lipid droplet formation; AML12 mouse hepatocytes, oleate lipid droplets, BODIPY imaging; inhibition, % at 6.5 µM; 240,000 compounds, 0.4% hits; AID 1656;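 active = lipid droplet intensity inhibited by at least 50%, with more than 500 cells counted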
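Assay system: AML12 mouse liver cells | Compound dosing: One dose, 6.5 µM compound | Read-out basis: Droplet intensity reduction, % inhibition | Measured by: Fluorescence imaging, 20x objective, two fields per well | Schedule: Overnight treatment with compound plus oleate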
Hep lipid drop cells 6.5 µM – further read-out of Hep lipid drop, marked with its call; cell count; measured here: cell count, cytotoxicity flag;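 cells counted across two imaged fields per well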
* marks the source's active call; other numbers are inactive results. Not all compounds are listed; the hit share may differ from the screen's.

SMILES	Hep lipid drop	Hep lipid drop cells 6.5 µM
O=C(CCC(=O)Nc1ccccc1Cl)NNC(=S)Nc1ccccc1C(F)(F)F	9.4	666
COc1ccccc1N1CCN(C(=O)c2cc3ccccc3[nH]2)CC1	-4.9	836
CCOC(=O)C1CN(S(=O)(=O)c2cccs2)c2ccc(CC(=O)OC)cc2O1 (configuration not stated)	5.7	843
O=C(c1ccc2c(c1)OCO2)C1CCCN(Cc2cccc(C(F)(F)F)c2)C1 (configuration not stated)	14.8	713
Cc1cc(C)c(S(=O)(=O)Nc2ccccc2C(=O)N2CCOCC2)c(C)c1	-24.2	791
COc1cccc2cc(C(=O)N3CCCc4ccccc43)oc12	-18.5	692
CC(C)(C)C(=O)C1=C(O)C(=O)N(Cc2ccccc2)C1c1ccccc1F (configuration not stated)	-11.5	788
Cc1ccc(NC(=O)CSc2ccc3nnc(-c4ccccn4)n3n2)cc1	22.7	624
Cc1cc(N2CCOCC2)nc2ccc(NC(=S)NCCC(C)C)cc12	-5.1	810
CCN(CC)C(=O)Cn1cc(C(=O)C(=O)N(C)C2CCN(C)CC2)c2ccccc21	-0.1	808
COc1cc(=O)[nH]c(SCC(=O)Nc2ccc3ccccc3c2)n1	-2.9	739
CCN(CC)S(=O)(=O)c1ccc(S(=O)(=O)NCc2cccs2)cc1	-3.9	823
CCOC(=O)C1CCN(S(=O)(=O)c2ccc3c(c2)CCN3C(=O)C2CCC2)CC1	-9.8	708
COc1ccccc1OCC(=O)Nc1ccncc1	-1.0	791
O=C(NCc1ccccn1)C(=O)NCC1OCCN1S(=O)(=O)c1ccc(Cl)cc1 (configuration not stated)	-8.9	836

The final four entries of the part above lead into the next.
SMILES	Hep lipid drop	Hep lipid drop cells 6.5 µM
CCN(CC)S(=O)(=O)c1ccc(S(=O)(=O)NCc2cccs2)cc1	-3.9	823
CCOC(=O)C1CCN(S(=O)(=O)c2ccc3c(c2)CCN3C(=O)C2CCC2)CC1	-9.8	708
COc1ccccc1OCC(=O)Nc1ccncc1	-1.0	791
O=C(NCc1ccccn1)C(=O)NCC1OCCN1S(=O)(=O)c1ccc(Cl)cc1 (configuration not stated)	-8.9	836
O=C(O)CC/C(=N\Nc1ccc(Cl)cc1)c1cccs1	1.6	828
Nn1cnc2cc3ccccc3cc2c1=O	-1.5	740
Cc1[nH]c2ccccc2c1C(=O)C(=O)Nc1ccc2c(c1)OCCO2	1.9	627
CCC(C)N1CC(=O)N2C(c3ccc(OC)cc3OC)c3[nH]c4ccccc4c3C[C@H]2C1=O (some centres not stated)	-5.3	840
O=S(=O)(c1ccc2c(c1)OCCO2)N1CCNCC1	7.7	736
O=C(CSc1ncccn1)NCC1CCCO1 (configuration not stated)	-17.8	654
O=C(Nc1ccc(N2CCN(C(=O)c3ccccc3)CC2)cc1)c1cccs1	-10.2	729
CCCOc1ccc(-c2c(C(=O)N/N=C/c3ccncc3)nnn2-c2nonc2N)cc1	-5.3	752
O=C(CCC(=O)N1CCOc2ccc(Cl)cc21)NCCCN1CCN(c2ccccc2F)CC1	-1.2	789
O=C(OC(C(=O)NC1CCCCC1)c1ccccc1F)c1ccco1 (configuration not stated)	4.2	724
COc1ccc(OCC(=O)Nc2c(C)ccc3nsnc23)cc1	-1.2	815
CC(C)(C)c1ccc(OCCC(=O)Nc2cccc(S(=O)(=O)N3CCOCC3)c2)cc1	-2.3	831
O=C(O)c1cc(S(=O)(=O)Nc2ccccc2Cc2ccccc2)ccc1Cl	-3.7	836
CCN1CCSc2ccc(C(=O)NCc3ccccc3F)cc21	-15.4	735
COc1ccc(Cl)cc1NC(=O)CN(C)S(=O)(=O)c1cccs1	-3.1	812
COc1ccc(C(=O)N/C(=C\c2cccs2)C(=O)N2CCN(C)CC2)cc1OC	4.9	831
CCCCN(CC)CCCNC(=O)c1cc2c(=O)[nH]c3ccccc3c2s1	20.7	730
COc1ccc(CN2CCC(n3nccc3NC(=O)C3CCCC3)CC2)c(OC)c1	-6.5	821
Cc1cccc(C)c1NC(=O)CNC(=O)c1ccccc1	-5.2	827
CC(C)OP(=O)(c1ccc(N(C)C)cc1)C(O)c1ccc(Br)cc1 (configuration not stated)	-49.8	696
Nc1c(Br)c(=O)[nH]c(=O)n1-c1ccccc1	6.5	814
CSCCC(=O)N(C)CC1CCN(CCc2cccc(C(F)(F)F)c2)CC1	-10.4	773
Cc1cccn2c(=O)c3cc(C(=O)NCc4cccnc4)c(=N)n(CC4CCCO4)c3nc12 (configuration not stated)	-0.2	784
COc1cc2[nH]c(C(=O)N3CCN(c4ccccc4F)CC3)cc2c(OC)c1OC	15.8	846
CN1CCN(c2ccccc2NC(=O)c2ccc(-c3cccc(Cl)c3)o2)CC1	-0.4	662
COc1ccc(/C=N/NC(=O)c2ccc3c(c2)NC(=O)C(C)(C)O3)cc1OC	-7.8	765
Cc1nnc(NC(=O)CSc2nnc(-c3ccco3)n2C(C)C)s1	12.4	733
CC(C)Nc1nc(Cl)nc(NC2CCCCC2)n1	-11.5	807
CC1CCCC(C)N1CCCNC(=O)c1ccc2c(c1)NC(=O)c1ccccc1S2 (configuration not stated)	3.1	692
COc1cc2c(cc1OC)C(c1cc(Br)ccc1F)N(C(=O)CCl)CC2 (configuration not stated)	-9.6	860
COc1ccc(N2CCC(N3CCN(C)C(CCO)C3)CC2)cc1 (configuration not stated)	4.2	844
Cc1ccc(NC(=O)C(C)Sc2nnc(C)n2CC2CCCO2)cc1 (configuration not stated)	-3.2	738
CCOc1ccc(N(CC(=O)NCCSc2ccccn2)S(=O)(=O)c2ccc(Cl)cc2)cc1	-2.2	838
COc1cc(CCC(=O)OCC(=O)Nc2ccc(F)c(F)c2)cc(OC)c1OC	16.9	822
COc1ccc(-c2csc3ncnc(N4CCN(c5cccc(Cl)c5)CC4)c23)cc1	-32.8	761
CCc1ccc(N2CC(C(=O)Nc3ccc(S(=O)(=O)N4CCCCC4)cc3)CC2=O)cc1 (configuration not stated)	5.8	855
O=C(Cc1nnc(NC(=O)c2ccccc2)s1)N/N=C/c1ccc(O)cc1	-7.2	804
O=C(OCc1ccc(Cl)c(Cl)c1)c1ccc[nH]1	-11.7	743
COc1ccc(Cl)c2sc(N3CCN(C(C)=O)CC3)nc12	-4.0	737
COC(=O)c1cc(S(=O)(=O)NCCc2cccc(C)c2)cn1C	-2.8	775
Cc1ccc(C(=O)NCCCNC(=O)c2ccc(Cl)cc2)cn1	-3.0	726
NC(=O)[C@@H]1CCCN1C(=O)c1ccc2nc(Cc3ccccc3F)oc2c1	8.4	646
CCN1CCc2c(sc(NC(=O)c3ccc(S(=O)(=O)N4CCCC4)cc3)c2C(=O)NC)C1	11.7	857
CC1CC(C)CN(CCC(=O)Nc2ccc(Br)cc2)C1 (configuration not stated)	-0.2	837
Cc1cc(OCc2cc(C(=O)NCC3(C)COC3)no2)cc(C)c1Cl	-2.2	836
CC(=O)Nc1ccc(S(=O)(=O)N2CCC(NC(=O)c3ccccc3)CC2)cc1	3.0	859
O=C(C1CCCC1)N1CCCC(Nc2ccccc2)C1 (configuration not stated)	-4.0	697
CCCCN(C(=O)c1cccc(C)c1)c1c(N)n(CCC)c(=O)[nH]c1=O	18.5	726
COC(=O)c1ccc(Nc2nc(C)nc3c2nnn3Cc2ccccc2)cc1	-10.8	822
COc1ccc(N(CC(=O)N2CCCC2)S(=O)(=O)c2ccc(NC(C)=O)cc2)cc1	14.2	765
CCC(Oc1ccccc1F)C(=O)NCCCn1ccnc1 (configuration not stated)	-1.1	649
CC1CCN(C(=O)CCNS(=O)(=O)c2ccc3c(c2)c(=O)n(C)c(=O)n3C)CC1	-12.2	740
N/C(=N\OC(=O)C1CCCCC1)c1cccc(Br)c1	0.7	856
CCN(CC(=O)NCc1ccc(Cl)cc1)C(=O)CN1C(=O)NC(CC)(c2ccccc2)C1=O (configuration not stated)	0.0	876
CCc1ccc(-c2nc3ccc(Br)cc3c(C(=O)O)c2C)s1	-1.8	828
COc1ccc(C(=O)NC2CCCN(Cc3ccccc3F)C2)c(OC)c1OC (configuration not stated)	-17.4	809
O=C(CNS(=O)(=O)c1cccs1)N1CCCCC1	-1.4	769
COC(=O)[C@H](CC(C)C)NC(=O)c1cc2c(cn1)[nH]c1ccccc12	-3.6	784
COc1ccc(Cc2nc3ccc(C(=O)NCC(C)(C)OC)cc3o2)cc1	-2.3	815
CCN1CCN(S(=O)(=O)c2ccc(OC)c(NC(=O)c3ccccc3)c2)CC1	2.6	811

Further structures
SMILES	Hep lipid drop	Hep lipid drop cells 6.5 µM
CCOC(=O)C1(Cc2ccccc2C)CCCN(C(=O)COC)C1 (configuration not stated)	-2.2	827
CC(C)c1nc(CNC(=O)C2CCC(=O)N(Cc3ccc(Cl)cc3)C2)no1 (configuration not stated)	-47.8	735
COC(=O)c1cc(S(=O)(=O)Nc2c(C)cccc2C)cn1C	0.3	745
COc1ccc(CN(C)CC(O)COc2ccc(-c3ccccc3)cc2)cc1OC (configuration not stated)	-6.1	719
COc1ccc(/C=C/C(=O)NCC(=O)N/N=C(/C)c2ccco2)cc1	31.2	759
COc1ccc(-c2ccc(SCC(=O)NC3CCCCC3)nn2)cc1	1.6	734
CCOc1ccccc1C1NC(=O)NC(C)=C1C(=O)OCc1ccccc1 (configuration not stated)	-15.1	789
CC(C)NS(=O)(=O)c1cc(F)ccc1CN1C(=O)c2cccnc2C1=O	16.7	694
CC1(C(=O)N/N=C/c2cc3c(cc2Br)OCO3)CC1(Br)Br (configuration not stated)	-6.0	646
O=C(CN1C(=O)c2ccccc2S1(=O)=O)NCCSCc1c(F)cccc1Cl	-3.3	751
Brc1cccc(OCCCCn2cncn2)c1	-1.5	820
COCCC(=O)N1CCC(Oc2ccc(C(=O)NCc3cc(C)n(C)n3)cc2)CC1	12.2	693
C=CCN(C(=O)c1csnn1)C(C(=O)NC1CCCCC1)c1ccc(F)cc1 (configuration not stated)	-11.5	791
COCCNC(=O)C1CCN(Cc2cccc(OCc3ccccc3)c2)CC1	-2.6	802
O=C(NC1CCOc2ccccc21)c1ccccn1 (configuration not stated)	-3.3	777
CC(C)c1ccc(NC(=S)N2CCCC2)cc1	0.1	836
COc1ccc(C(=O)Nc2cc(C)nn2-c2ccc(C)cc2)cc1	-1.9	825
NC(=O)c1nsc(C(=O)N(Cc2ccccc2Cl)C(C(=O)NCC2CCCO2)c2ccc(O)cc2)c1N (configuration not stated)	-8.5	741
COc1ccc(Cc2nc3ccc(C(=O)N(C)Cc4cc(C)[nH]n4)cc3o2)cc1OC	0.7	770
CCn1c(SCC(=O)NC2CC2)nnc1-c1csc(C)c1	33.5	843
COc1ccccc1CC(=O)NNC(=O)c1ccc(C(C)(C)C)cc1	-2.2	730
COc1ccc(CCN2C(=O)C(C)=C(C)C2=O)cc1OC	18.7	818
COc1ccc(S(=O)(=O)NC(C)C(=O)NCC2CCCO2)cc1OC (configuration not stated)	4.4	789
O=C(CSc1nc2ccccc2c(=O)n1-c1ccc(F)cc1)Nc1ccc(C(=O)O)cc1	12.9	847
CC(C)(C)N1C(=O)c2ccc(C(=O)Nc3cc(C(=O)O)cc(C(=O)O)c3)cc2C1=O	9.7	818
CCN(C(=O)CN1C(=O)COc2ccc(S(=O)(=O)N3CCOCC3)cc21)c1ccc(OC)cc1	-2.3	724
O=C(NCCc1nnc2ccc(NCCCN3CCOCC3)nn12)c1ccccc1F	-1.7	706
O=C(NCc1ccccc1)c1ccc(NC(=O)c2ccccc2F)cc1	29.3	810
COc1ncnc(OC)c1S(=O)(=O)NCc1ccccc1	-8.4	808
O=C(c1ccc(N2CCCS2(=O)=O)cc1)N1CCN(c2ccccc2)CC1	2.2	852

Compound profiles, as listed above. Values in the order: Hep lipid drop | Hep lipid drop cells 6.5 µM
O=C(NCc1ccccc1)c1ccc(NC(=O)c2ccccc2F)cc1 reads 29.3 | 810
CC(C)c1ccc(NC(=S)N2CCCC2)cc1 reads 0.1 | 836
COc1ccc(CCN2C(=O)C(C)=C(C)C2=O)cc1OC reads 18.7 | 818
COc1ccccc1CC(=O)NNC(=O)c1ccc(C(C)(C)C)cc1 reads -2.2 | 730

Next section
SMILES	Hep lipid drop	Hep lipid drop cells 6.5 µM
Cc1cc(N2CCOCC2)nc2ccc(NC(=S)NC(C)C)cc12	-4.4	419
S=C(c1ccccc1)N1CCSCC1	-0.8	412
Cc1cccc(NC(=O)[C@@H](CC(C)C)NC(=O)[C@@H]2Cc3ccccc3CN2)c1	-13.6	710
CC(c1ccccc1)n1c(CO)nc2ccccc21 (configuration not stated)	-0.1	781
CC1CCCCN1C(=O)CSc1nc2ncccc2[nH]1 (configuration not stated)	12.3	686
CCOC(=O)C1(CCCc2ccccc2)CCN(C(=O)CSC)CC1	-13.5	862
CCn1c(=O)c2sccc2n(CC(=O)NC2CCCCC2)c1=O	-13.1	715
CCOC(=O)N1CCN(S(=O)(=O)c2ccc(-n3cnnn3)cc2)CC1	6.9	761
O=C(O)c1cc(-c2ccc(Br)s2)nc2ccccc12	0.9	849
CC(C)N(Cc1cnn(C)c1)C(=O)C1CCC(=O)N(CCc2cccc(F)c2)C1 (configuration not stated)	-2.5	686
COc1ccc(C(=O)NC2CC(C)(C)Cc3c2cnn3-c2ccccc2C)o1 (configuration not stated)	-21.0	621
Cc1ccc(OC(C)C(=O)N2CC(=O)Nc3ccccc32)cc1 (configuration not stated)	-3.1	831
NS(=O)(=O)c1ccc(CCNC(=O)c2ccc(C(=O)c3ccccc3)cc2)cc1	7.5	769
COCCNC(=O)c1ccc(C)c(NC(=O)C2=C(C)OCCS2)c1	-10.4	846
COc1ccc(CC(C)N2CCN(Cc3ccccc3)CC2)cc1OC (configuration not stated)	-0.6	800
COc1ccccc1C(=O)Nc1ccnn1C1CCN(Cc2ccn[nH]2)CC1	22.7	749
CN(CCCOc1ccccc1F)Cc1ccccc1	-0.5	785

Taken from above (3 entries):
SMILES	Hep lipid drop	Hep lipid drop cells 6.5 µM
CCOC(=O)C1(CCCc2ccccc2)CCN(C(=O)CSC)CC1	-13.5	862
CCn1c(=O)c2sccc2n(CC(=O)NC2CCCCC2)c1=O	-13.1	715
CCOC(=O)N1CCN(S(=O)(=O)c2ccc(-n3cnnn3)cc2)CC1	6.9	761
